NR2E3 ag-1: agonists of human nuclear receptor NR2E3; Q9Y5X4; GST-NR2E3/biotin-RetCOR TR-FRET, 1536-well; inhibition of corepressor binding, % at 4.78 µM; actives 0.12% (n = 320,000); AID 2300;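 active = percent inhibition above the cutoff of mean plus 3 SD of all tested compounds, set per screening campaign, cut at about 20% in these data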;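 also: 0% = DMSO wells and 100% = biotin wells as full block of FRET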
Target sequence (Q9Y5X4 whole entry, looked up): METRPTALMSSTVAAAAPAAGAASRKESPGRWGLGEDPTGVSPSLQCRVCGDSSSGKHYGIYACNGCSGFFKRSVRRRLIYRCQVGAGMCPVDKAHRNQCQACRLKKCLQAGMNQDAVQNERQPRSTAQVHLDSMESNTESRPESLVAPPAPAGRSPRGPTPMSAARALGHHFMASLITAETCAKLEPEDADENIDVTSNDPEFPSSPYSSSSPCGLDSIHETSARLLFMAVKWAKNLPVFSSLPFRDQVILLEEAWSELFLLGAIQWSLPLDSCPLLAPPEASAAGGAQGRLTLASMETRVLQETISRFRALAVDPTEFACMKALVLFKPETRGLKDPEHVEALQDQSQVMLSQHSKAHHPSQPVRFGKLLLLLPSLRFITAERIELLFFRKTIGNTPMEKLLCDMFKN
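System: GST-tagged NR2E3 plus biotinylated RetCOR corepressor; Amount: 1.35 nM GST-tagged NR2E3 final; Dosing: single nominal compound dose of 4.8 µM; Schedule: 5 h incubation at 4 °C; Technique: TR-FRET with europium anti-GST and streptavidin-D2, 340 nm excitation; Controls: biotin wells as high control, 0.6% DMSO wells as low control.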
MITF TRPM1 inh: MITF TRPM1 promoter inhibition in SK-MEL-5 cells; SK-MEL-5 TRPM1 promoter luciferase, 24 h; inhibition, % at 12.5 µM; actives 0.83% (n = 330,000);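 active = mean inhibition across replicates of 60% or more, whatever share of single replicates reaches that level; inconclusive = some that reach 60%, reason not given; inactive = mean inhibition across replicates below 60%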; also: values of inactives mirror those of a sister screen read the other way
Exocytosis inh: blocks lytic granule exocytosis; TALL-104 LAMP-1 surface exposure, flow cytometry; cells stimulated with thapsigargin and PMA; inhibition, % at 10 µM; actives 0.66% (n = 360,000); AID 651702;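 active = inhibition above about 55%, limit read from the data; inconclusive = no clear call, values can overlap the other calls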
aDG glyco act: alpha-DG glycosylation activation; Pro5-aDG cells, alpha-DG glycosylation AlphaScreen (IIH6); 0% Pro5, 100% B10-LARGE cell signal; activation, % at 10 µM; actives 0.22% (n = 360,000); AID 624168;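 active = activation of at least 8% versus controls, or a plate z-score of at least 8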;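 also: Pro5 are CHO cells carrying HIG-tagged alpha-DG that lacks glycosylation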
NR2E3 ag-2: activates human NR2E3 receptor; inhibition of corepressor binding, % at 3.98 µM; CHO-S Gal4-NCOR/VP16-NR2E3 two-hybrid, luciferase; AID 602229; actives 0.35% (n = 360,000);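 active = inhibition above the mean of all tested compounds plus 3 SD, cut at about 70% in these data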;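 also: 0% = DMSO with NR2E3 transfected cells and 100% = cells lacking NR2E3 construct; higher means lower luciferase signal from less NR2E3 corepressor binding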
iPSC survival up: increases survival of single human iPS cells. hiPSC single-cell survival, ATPlite luminescence; 100% = ROCK inhibitor wells, 0% = DMSO. survival enhancement, % at 20 µM. actives 0.044% (n = 360,000). AID 602274; in the data active = survival enhancement above about 18%;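 also: cells exposed to compounds for 16 hours before the ATP read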
Peg3 promoter: reduces Peg3 promoter-driven luciferase expression in HeLa; HeLa PEG-Prom luciferase reporter, luminescence, overnight; inhibition, % at 20 µM; AID 588405; actives 1.7% (n = 360,000);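 active = inhibition of at least 50% at 20 µM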
HIF-2a inh: blocks HIF-2a reporter activity; 786-0 RCC cells HIF-2a reporter, luciferase luminescence, overnight; actives 0.72% (n = 360,000); inhibition, % at 18.8 µM;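 active = inhibition of the luminescence signal of 40% or more relative to plate controls, in a single-dose primary screen at 18.75 µM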
Vif inh: HIV Vif inhibition; HEK293T cells, Vif self-association by quenched fluorescence, imaging, 24 h; inhibition, % at 7.49 µM; actives 0.35% (n = 340,000); AID 602346; in the data active = inhibition above about 50%, passing the limit was not always enough; inconclusive = no clear call, values can overlap the other calls; inactive = below about 31%; also: some results filed as inactive read as strong as hits
PDI inh: blocks human protein disulfide isomerase activity; actives 0.052% (n = 350,000); PDI insulin aggregation turbidity, A650, 90 min; AID 588391; inhibition, % at 10 µM; P07237;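 active = mean inhibition across replicates of 30% or more, whatever share of single replicates reach that level; inconclusive = mean inhibition below 30% while every single replicate reaches 30%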;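 also: absorbance from insulin aggregation driven by PDI reduction with DTT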
Target sequence (P07237 whole entry, looked up): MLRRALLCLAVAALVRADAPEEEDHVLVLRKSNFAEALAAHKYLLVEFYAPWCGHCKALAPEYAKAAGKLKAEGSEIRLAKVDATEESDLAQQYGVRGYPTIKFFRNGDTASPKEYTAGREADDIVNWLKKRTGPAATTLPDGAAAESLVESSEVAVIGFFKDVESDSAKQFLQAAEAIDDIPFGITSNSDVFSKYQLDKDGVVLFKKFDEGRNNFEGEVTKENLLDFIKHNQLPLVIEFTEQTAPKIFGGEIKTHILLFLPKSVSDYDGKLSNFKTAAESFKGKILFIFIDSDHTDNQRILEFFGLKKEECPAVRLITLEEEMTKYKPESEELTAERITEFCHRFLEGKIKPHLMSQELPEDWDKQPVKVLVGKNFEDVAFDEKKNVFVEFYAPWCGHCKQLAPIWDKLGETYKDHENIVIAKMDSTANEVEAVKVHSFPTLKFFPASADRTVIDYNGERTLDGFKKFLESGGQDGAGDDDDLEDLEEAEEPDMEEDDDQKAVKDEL
CaV13 FRET inh: Primary screen for inhibitors of IQ motif and Ca2+-dependent inactivation inhibitor domain binding in CACNA1D, Förster resonance energy transfer in living cells, …; inhibition, % at 12.3 µM; actives 0.098% (n = 340,000); AID 743397; HEK cells, CFP/YFP FRET ICDI-IQ, plate reader, 10 min; percent FRET-ratio fall versus neutral wells;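 active = mean replicate inhibition of at least 30% and at least 1% of replicates passing that level; inconclusive = only one of the two criteria is met; inactive = neither criterion is met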;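 also: 0% = median of the neutral control wells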
* marks the source's active call; other numbers are inactive results; u = inconclusive; x = not tested or not shown.

The line under a structure holds: HIF-2a inh	MITF TRPM1 inh	NR2E3 ag-2	Exocytosis inh	CaV13 FRET inh	Peg3 promoter	PDI inh	aDG glyco act	iPSC survival up	NR2E3 ag-1	Vif inh
> Clc1ccc(C(c2cccs2)N2CCNCC2)cc1 (stereo unspecified)
→ 4	x	-13	-3	-3	13	5	0.5	-2.3	x	0
> C#CCN1C=CC(=O)[C@@H](OC(=O)Nc2ccc(Br)cc2)[C@H]1c1ccccc1Br
→ 11	-7	-26	5	-3	31	8	0.0	2.4	x	x
> Cc1ccc(-n2c(CSc3nc(C)cc(C)n3)nnc2SCC(=O)N2CCCC2)cc1
→ 8	9	-7	2	-6	28	-8	-0.2	-3.3	-3	-4
> N#CCCNc1ccc(OCCC#N)cc1
→ 12	8	10	-6	x	4	1	0.0	-6.1	3	-8
> Cc1ccc(-n2nnnc2SCC(=O)N2CCc3ccccc3C2)cc1
→ -14	8	1	-3	-4	0	-2	0.1	4.7	1	-1
> CCOC(=O)CN1C(=O)CSc2ccc(S(=O)(=O)N3CCOCC3)cc21
→ 5	-4	18	-3	-3	3	20	-0.1	-0.5	1	-1
> NS(=O)(=O)c1ccc(NC(=S)NCc2cccc(Cl)c2)cc1
→ 16	12	-8	0	-5	9	-2	0.8	-0.9	-3	-3
> C/C(=N\NC(=O)C1CCCC1)c1ccc(Cl)c(Cl)c1
→ -76	-13	-41	-1	-6	-70	-7	0.5	-0.1	x	-12
> CCOC(=O)N1CCN(C(=O)C2CCC(=O)N2C(C)C)CC1 (stereo unspecified)
→ -3	-4	-19	2	-5	15	-8	0.0	0.0	3	16
> CCCNC(=O)C1(C)CCCN(Cc2ccccc2N(C)C)C1 (stereo unspecified)
→ 13	x	-5	3	-7	-10	-17	0.1	3.6	x	-1
> O=C(NC1(C(F)(F)F)NC(=O)N(Cc2ccccc2)C1=O)c1cccs1 (stereo unspecified)
→ 5	9	-20	-7	x	12	-1	0.4	1.6	-1	u
> CN(c1ccccc1)S(=O)(=O)c1ccc(NC(=O)c2nc(S(C)(=O)=O)ncc2Cl)cc1
→ 65*	100*	-5	31	-15	111*	-1	-0.2	13	-3	-16
> COc1cccc(C(=O)CSc2nc3ccccc3n2CC(=O)N(C(C)C)C(C)C)c1
→ 14	0	-18	-4	x	17	-11	0.3	-2.3	-2	-13
> CCc1nc(CN2CCN(c3cc(C(F)(F)F)ccn3)CC2)c(C)[nH]1
→ 10	x	-1	7	-21	10	-6	0.4	-0.1	6	-9
> CC(C)CC(N)c1csc(NC(=O)Nc2ccccc2Cc2ccccc2)n1 (stereo unspecified)
→ -3	x	6	2	-9	86*	3	-0.5	-5.9	x	-4
> COc1cccc(COc2nc3c(c(=O)n(C)c(=O)n3C)n2C)c1
→ -45	-35	-9	-2	-3	-58	-10	0.5	0.7	5	7
> COc1ccc(S(=O)(=O)N2CCC(C(=O)NCC(c3cccs3)N(C)C)CC2)cc1 (stereo unspecified)
→ -1	-5	1	-1	-6	8	6	0.0	-1.2	4	37
> O=C(Nc1ccc2c(c1)OCO2)c1ccc2sc([C@H]3C[C@H](O)[C@@H](CO)O3)nc2c1
→ -173	x	1	-6	-6	-197	-6	-0.1	-2.0	x	-7
> COc1ccc(OC)c(S(=O)(=O)N/N=C\c2c[nH]c3ccccc23)c1
→ 15	8	-2	1	-5	20	11	-0.1	0.9	x	x
> Cc1c(N=C2NC(=O)C(CC(=O)Nc3ccccc3)S2)c(=O)n(-c2ccccc2)n1C (stereo unspecified)
→ 3	2	-37	-1	-5	-4	-4	0.5	1.9	1	0
> COc1cc(OC)cc(C(=O)NC2CC3CCC(C2)N3C)c1 (stereo unspecified)
→ 13	7	42	-1	-6	0	20	0.1	-3.4	0	4
> CCc1ccccc1NC(=S)N1CCN(c2ccccc2F)CC1
→ 19	1	-13	-3	-5	6	-1	0.4	-0.1	-3	-4
> O=C(O)c1ccccc1C(=O)NCC(O)COc1ccc(Cl)cc1 (stereo unspecified)
→ -11	-1	-6	-4	-6	-3	0	-0.1	-0.8	2	-17
> NC(=O)NCc1ccc(F)cc1
→ 12	1	-16	-2	-2	11	0	-0.1	10	2	-1
> O=c1c2[nH]c3ccccc3c2nc2n1CCS2
→ -56	4	-44	6	-7	-22	3	-0.1	0.5	1	3
> CC1(OC(=O)c2ccco2)C(=O)C=C2C=C(C3CC3)OC=C2C1=O (stereo unspecified)
→ 3	1	12	-8	-6	15	-1	0.0	-0.7	0	-9
> COc1ccccc1C1=NNC(=Nc2cccc(S(=O)(=O)N(C)C)c2)SC1
→ 3	1	-27	1	1	7	-1	0.8	0.3	-1	-7
> Cc1cc(C)c2nc(NC(=O)c3ccc4c(=O)n5c(nc4c3)CCCCC5)sc2c1
→ 17	33	1	-3	-5	1	0	-0.1	0.1	3	x
> CCC(=O)N1CCC2(CC1)Oc1ccc(Cl)cc1C(=O)C21CC(c2ccccc2)=NO1 (stereo unspecified)
→ 9	-11	4	-12	-6	0	-2	-0.4	1.2	2	-3
> O=C(Nc1ccc(OCc2ccccc2Cl)cc1)c1cccnc1
→ 48*	31	33	2	-4	8	0	-0.1	-0.2	0	-5
> O=C(CSc1ccc2nc(-c3ccccc3)cn2n1)NCC1CCCO1 (stereo unspecified)
→ -138	-39	-16	0	-14	-86	4	-0.1	-0.1	2	-2
> CCNC(=O)C1CCCN(Cc2ccc(C(=O)OCC)cc2)CC1 (stereo unspecified)
→ -4	x	-44	-2	-6	-17	11	-0.3	-2.1	x	3
> c1nc(SSc2ncnc3nc[nH]c23)c2[nH]cnc2n1
→ -76	28	8	8	-13	37	2	-0.3	-2.4	x	15
> Cc1cccn2c(CN[C@H]3CCCCNC3=O)c(C(=O)N3CCOCC3)nc12
→ 20	7	-18	-2	-8	3	0	-0.3	-0.5	-3	-7
> Fc1ccc(-c2nc3c4ccccc4ccn3c2Cc2ccccc2C(F)(F)F)cc1
→ -108	x	-55	-3	x	-32	x	-0.1	-0.4	x	x
> COc1cccc(NC(=O)COC(=O)C2CCN(S(=O)(=O)c3cccs3)CC2)c1
→ 7	0	-1	7	-6	3	-3	-0.4	2.9	-3	x
> Cc1cc(C)c(S(=O)(=O)N2CCCOC2CNC(=O)C(=O)NCc2ccco2)c(C)c1 (stereo unspecified)
→ 18	5	-17	-9	-3	-9	26	0.1	3.5	-1	-1
> COc1ccc(NC(=O)Nc2nnc(-c3ccco3)s2)cc1
→ -278	-78	-113	-12	-4	-163	-5	0.0	-0.3	-3	-3
> CC(=O)OCC(=O)C1=CCC2C3CCC4=CC(=O)C=CC4(C)C3(F)C(OC(C)=O)CC12C (stereo unspecified)
→ 21	31	17	-2	4	20	8	-0.2	0.9	2	12
> c1ccc(CN2CN=C(Nc3nc4ccccc4s3)NC2)cc1
→ 0	-2	-4	0	x	-16	-4	0.1	-0.9	-5	-1
> Cc1noc(C)c1CSc1nnc(C)c(=O)[nH]1
→ 12	-11	9	-1	-4	8	-6	0.0	2.2	0	5
> Cc1ccc(C(=O)c2c3ccc(C(F)(F)F)cc3nn2CCC(N)=O)cc1
→ -67	-14	-18	-1	-6	-36	9	0.1	-3.6	1	4
> CCOC(=O)c1ccc(S(=O)(=O)NC2CCCCCCC2)n1C
→ 16	-3	5	1	-6	19	8	0.3	-0.9	-2	2
> COc1ccc(CN(C)C(C)C(=O)Nc2cccc3ccccc23)cc1 (stereo unspecified)
→ 15	3	-25	19	-4	-2	-2	-0.1	-0.5	-1	-12
> COc1cc(C2C(c3ccccc3)C(c3cc(OC)cc(=O)o3)C2c2ccccc2)oc(=O)c1 (stereo unspecified)
→ 4	-3	-24	-6	x	6	x	-0.2	-3.0	x	-11
> COc1ccc(N(CC(=O)NCCC2=CCCCC2)S(C)(=O)=O)cc1OC
→ 16	2	-10	-2	-8	17	7	-0.2	2.7	-2	-4
> Cc1ccc(CNC(=O)C2CCCN(S(=O)(=O)N3CC(C)CC(C)C3)C2)cc1 (stereo unspecified)
→ 15	3	-15	-3	-5	-2	1	0.4	0.0	-1	0
> COC(=O)C1(Cc2cc(-c3ccccc3)no2)CCN(C(=O)OC(C)(C)C)CC1
→ -114	-6	-19	23	-10	-123	1	0.0	-0.7	-2	-1

Five structures already listed, sorted by count of non-hydrogen atoms, high to low.
The line under a structure holds: HIF-2a inh	MITF TRPM1 inh	NR2E3 ag-2	Exocytosis inh	CaV13 FRET inh	Peg3 promoter	PDI inh	aDG glyco act	iPSC survival up	NR2E3 ag-1	Vif inh
> COc1cccc(C(=O)CSc2nc3ccccc3n2CC(=O)N(C(C)C)C(C)C)c1
→ 14	0	-18	-4	x	17	-11	0.3	-2.3	-2	-13
> COc1ccccc1C1=NNC(=Nc2cccc(S(=O)(=O)N(C)C)c2)SC1
→ 3	1	-27	1	1	7	-1	0.8	0.3	-1	-7
> CCc1ccccc1NC(=S)N1CCN(c2ccccc2F)CC1
→ 19	1	-13	-3	-5	6	-1	0.4	-0.1	-3	-4
> c1ccc(CN2CN=C(Nc3nc4ccccc4s3)NC2)cc1
→ 0	-2	-4	0	x	-16	-4	0.1	-0.9	-5	-1
> N#CCCNc1ccc(OCCC#N)cc1
→ 12	8	10	-6	x	4	1	0.0	-6.1	3	-8
